Screens: PubChem, NMMLSC
Efflux pump inh: inhibitors of Candida efflux pumps in yeast, primary screen, S. cerevisiae, Nile Red, multiplex | S. cerevisiae Candida pump triplex | inhibition, % at 10 µM | hit rate 0.44% among 330,000;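 active means plate passing quality check with inhibition over a set limit, or well fluorescence over plate mean plus 4 SD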;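 further: Nile Red retained in pooled yeast measured as flow cytometry median fluorescence; 0% = buffer negative control and 100% = Enniatin B positive control; higher means more Nile Red kept so more efflux inhibition; some compounds called inactive have numbers as strong as hits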
* marks the source's active call; other numbers are inactive results. Not all compounds are listed. The share of hits here may be higher or lower than overall.

SMILES	Efflux pump inh
CCN(CC)C(=O)[C@H]1C[C@H](CC(=O)NCCCn2ccnc2)C(=O)N2CCc3c([nH]c4ccc(Cl)cc34)[C@]12C	0.0
COc1cc2oc(=O)cc(-c3cccc(-c4ccc(C(F)(F)F)cc4)c3)c2c(OC)c1OC	-0.4
S=C(NCc1ccccc1)NCc1ccc(Cl)cc1	0.1
COc1cc(C)c(CN2CCC(Cc3ccccc3)CC2)cc1C	0.1
CCS(=O)(=O)N1Cc2ccccc2CC1C(=O)NCc1cccc(OC)c1 (configuration not stated)	-0.1
CN1CCN(S(=O)(=O)c2cc(C(F)(F)F)ccc2Cl)CC1	-0.1
COc1ccc(C(=O)NC(C)Cn2nc(C)cc2C)cc1OC1CCN(C(C)=O)CC1 (configuration not stated)	0.0
COc1ccc(C(=O)N2CCCC(O)C2)cc1OC1CCN(C(C)C)CC1 (configuration not stated)	0.0
CCc1ccc(-c2nc3ccc(Br)cc3c(C(=O)O)c2C)s1	0.0
CCn1ccc(C(=O)Nc2sc3c(c2C(=O)OC)CCC3)n1	0.6*
COc1cc(C(=O)Nc2c(C(=O)O)[nH]c3ccc(C)cc23)cc(OC)c1OC	0.1
OC[C@@H]1[C@@H](c2ccccc2)C(c2cccc(Cl)c2)=NN1c1ccccc1	0.2
Cc1oc2c(CN3CCCCC3C)c(O)ccc2c(=O)c1-c1ccc(Br)cc1 (configuration not stated)	-0.1
Cc1cccc(N(O)C(=O)Nc2cccc(Cl)c2)c1	0.1
COC(=O)[C@@]1(Cc2ccccc2)[C@H]2C(=O)N(C)C(=O)[C@H]2[C@H]2CN=C(SCC3CC3)N21	-0.2
CCOC(=O)C(=Cc1ccc(Br)cc1)C(=O)OCC	-0.1
COc1ccc(Cl)cc1C(=O)Nc1ccc2c(c1)OCCO2	0.1
COc1cc(Br)cc(Br)c1OCC(=O)N/N=C/c1c(C)n(C)n(-c2ccccc2)c1=O	0.1
CCOc1ccccc1N(CC(=O)N1CCCCCC1)S(=O)(=O)c1ccc(C)cc1	0.0
COc1cccc(C(=O)NCc2ccc3c(c2)OCO3)c1OC	0.2
S=C(NCc1ccco1)NCc1ccccc1Cl	0.1
O=C1c2ccccc2C2(c3cc(C(F)(F)F)cc(C(F)(F)F)c3)NCCN12 (configuration not stated)	0.1
Cc1ccccc1N=Nc1c(N)n[nH]c1N	-0.1
COc1ccccc1[C@@H]1C(c2cccc(C)c2)=NN(c2ccc(Br)cc2)[C@H]1C(=O)N1CCOC1=O	0.2
CCn1cc(C(=O)NCCc2ccccc2C)c(=O)c2ccc(C)nc21	-0.2
CCc1nnc(NC(=O)c2nc(Cl)ccc2Cl)s1	0.3
O=C1CSC(c2cccc([N+](=O)[O-])c2)N1Cc1ccccc1 (configuration not stated)	0.0
CC1(C)Cc2c(cnn2-c2cccc(F)c2)C(NC(=O)c2ccc[n+]([O-])c2)C1 (configuration not stated)	0.1
Cc1ccc(NC(=O)c2cc(-c3cc(Cl)ccc3O)n[nH]2)cc1C	0.4
COCCS(=O)(=O)N(Cc1ccc(Br)cc1)[C@@H](C)C(=O)OC	-0.2
C=CCN1CC(=O)N2C(c3ccccc3)c3[nH]c4ccccc4c3C[C@H]2C1=O (some centres not stated)	0.1
CSCCC(NC(=O)c1ccccc1)C(=O)N/N=C(\C)Cc1ccccc1 (configuration not stated)	0.2
C/C(=N/NC(=O)c1ccc(-c2ccccc2)cc1)c1cc(O)cc(O)c1	-0.3
O=C(Nn1c(COc2ccccc2)nc2ccccc2c1=O)C(Cl)(Cl)Cl	-0.1
CC(=O)NCCc1nc2ccccc2n1CCCCOc1ccccc1	-0.1
CC(C(=O)O)n1c2ccccc2c2cnn(C)c(=O)c21 (configuration not stated)	0.2

Quoted from the entries so far for reference:
SMILES	Efflux pump inh
CCn1ccc(C(=O)Nc2sc3c(c2C(=O)OC)CCC3)n1	0.6*
COc1cc(C(=O)Nc2c(C(=O)O)[nH]c3ccc(C)cc23)cc(OC)c1OC	0.1
OC[C@@H]1[C@@H](c2ccccc2)C(c2cccc(Cl)c2)=NN1c1ccccc1	0.2
Cc1oc2c(CN3CCCCC3C)c(O)ccc2c(=O)c1-c1ccc(Br)cc1 (configuration not stated)	-0.1
Cc1cccc(N(O)C(=O)Nc2cccc(Cl)c2)c1	0.1
COC(=O)[C@@]1(Cc2ccccc2)[C@H]2C(=O)N(C)C(=O)[C@H]2[C@H]2CN=C(SCC3CC3)N21	-0.2
CCOC(=O)C(=Cc1ccc(Br)cc1)C(=O)OCC	-0.1
COc1ccc(Cl)cc1C(=O)Nc1ccc2c(c1)OCCO2	0.1
COc1cc(Br)cc(Br)c1OCC(=O)N/N=C/c1c(C)n(C)n(-c2ccccc2)c1=O	0.1
CCOc1ccccc1N(CC(=O)N1CCCCCC1)S(=O)(=O)c1ccc(C)cc1	0.0
COc1cccc(C(=O)NCc2ccc3c(c2)OCO3)c1OC	0.2
S=C(NCc1ccco1)NCc1ccccc1Cl	0.1
O=C1c2ccccc2C2(c3cc(C(F)(F)F)cc(C(F)(F)F)c3)NCCN12 (configuration not stated)	0.1
Cc1ccccc1N=Nc1c(N)n[nH]c1N	-0.1
COc1ccccc1[C@@H]1C(c2cccc(C)c2)=NN(c2ccc(Br)cc2)[C@H]1C(=O)N1CCOC1=O	0.2

Following part.
SMILES	Efflux pump inh
COc1ccc2[nH]c3c(c2c1)CCN1C(=O)C(CC(=O)NCCN2CCOCC2)C[C@H](C(=O)N2CCCCC2)[C@@]31C (some centres not stated)	-0.3
Cn1cc(C(=O)C(=O)N2CCCC2)c2ccccc21	0.0
CCc1ccc(N2C(=O)C(Cl)=C(N3CCCCCC3)C2=O)cc1	0.2
Cc1ccoc1C(=O)N1CCCC(CO)(Cc2ccc(F)cc2)C1 (configuration not stated)	0.0
CC[C@]12c3[nH]c4cc(-c5ccco5)ccc4c3CCN1C(=O)[C@@H](CC(=O)NCC13CC4CC(CC(C4)C1)C3)C[C@@H]2C(=O)N1CCN(C(=O)C2CC2)CC1	0.2
O=C1CSC(c2ccccc2)N1Cc1ccccn1 (configuration not stated)	0.2
Fc1ccc(OCCCn2ccnc2)cc1	-0.1
CC(CCc1ccc(O)cc1)N1CCC(Oc2ccc(C(=O)N3CCCC3)cc2)CC1 (configuration not stated)	1.1
CCCCCCC(O)(c1ccc(OC)cc1)C(CN1CCOCC1)c1ccccc1 (configuration not stated)	0.1
COc1ccc(CN2CCC(Cc3ccccc3)CC2)c(C)c1C	0.0
Cc1c(O)nc(SCC(=O)Nc2nccs2)n(-c2ccccc2F)c1=O	0.1
COc1cc2c(cc1OC)C(C(=O)Nc1cc(C)c(OC)c(C)c1)CC(=O)N2 (configuration not stated)	0.0
Cn1c(SCc2ccc(F)cc2)nnc1-c1ccncc1	-0.1
Cc1ccc(S(=O)(=O)/N=C2/NC(=O)/C(=C\c3cc(Br)cc(Br)c3O)S2)cc1	0.3
CC(C)CCC(O)(c1ccccc1)C(CN1CCOCC1)c1ccccc1 (configuration not stated)	-0.1
Cc1cc(OC(F)F)ccc1NC(=S)NC1CCCC1	-0.1
CCN(CC)S(=O)(=O)c1cc(OC)ccc1N=Nc1ccc(O)c2ncccc12	-0.3
CC(C)N(C(=O)[C@H]1C[C@H](CC(=O)NCc2ccco2)C(=O)N2CCc3c([nH]c4cc(CCC(=O)N(C)C)ccc34)[C@]12C)C(C)C	-0.1
Nc1ncnc(Nc2ccc(S(N)(=O)=O)cc2)n1	0.1
CCCn1c(SCCN2CCOCC2)nc2c1c(=O)n(C)c(=O)n2C	0.1
Cc1cc2nc(-c3ccc[nH]c3=O)n(Cc3ccccc3F)c2cc1C	0.0
COCCNC(=O)Cn1nc(-c2ccc(C)cc2)ccc1=O	0.1
Cc1cc(C)nc(Nc2cccc(Cl)c2)n1	0.1
COc1ccc(S(=O)(=O)NC2CCCC2)cc1C(N)=O	0.9
CN(c1ccccc1C(=O)Nc1cccc([N+](=O)[O-])c1)S(=O)(=O)c1ccccc1	0.1
Cc1cc2c(c(C)c1Cl)C(c1ccc3c(c1)OCO3)CC(=O)O2 (configuration not stated)	0.3
COc1ccc(/C=C2\SC(=O)N(CC(=O)Nc3ccc(O)cc3)C2=O)cc1OC	-0.1
CC(=O)c1ccc(NC(=O)Nc2cccnc2)cc1	0.1
COc1ccc(CC(=O)N[C@@H]2c3ccccc3CC[C@@H]2OCc2ccccc2)cc1	0.4
CN(C)C1CCN(C(=O)c2cccc(OC3CCN(S(=O)(=O)N(C)C)CC3)c2)C1 (configuration not stated)	-0.1
CCC(CC)C(=O)Nc1nnc(S(=O)(=O)N(CC)c2ccc(OC)cc2)s1	-0.1
Cc1ccc(Nc2nc(-c3ccccc3)cs2)nc1	0.1
Cc1cccc(C)c1OCc1cc(C(=O)N2CCN3CCCC3C2)no1 (configuration not stated)	0.3
N#CC1=C(N)Oc2cc(O)ccc2C1c1ccc(Br)s1 (configuration not stated)	0.2
COc1ccc(-c2noc(CCC(=O)N3CCN(c4ccccc4OC)CC3)n2)cc1	0.2
CC[C@]12c3[nH]c4cc(CCC(=O)N(C)C)ccc4c3CCN1C(=O)[C@@H](CC(=O)NCCCN(C)C)C[C@@H]2C(=O)N1CCN(C(=O)C2CC2)CC1	-0.3
O=C(Nc1ccccc1F)N1CCc2ccccc2C1	0.0
CCCn1c(=O)c(C(=O)Nc2cccc(C)c2)c(O)c2ccccc21	0.0
O=C(NCc1cccnc1)Nc1cccc(C(F)(F)F)c1	-0.2
Cc1cccc(NS(=O)(=O)c2ccc3c(c2)oc(=O)n3C)c1C	0.0
CCN1C(=O)[C@H]2[C@H]3CN=C(SCc4ccccc4)N3[C@@](CC)(C(=O)OC)[C@H]2C1=O	0.0
COc1ccc2[nH]c3c(c2c1)CCN1C(=O)C(CC(=O)NCCC2=CCCCC2)C[C@H](C(=O)N2CCCCC2)[C@@]31CCc1ccccc1 (some centres not stated)	0.6
COCCCNC(=O)C[C@H]1C[C@H](C(=O)N(C(C)C)C(C)C)[C@@]2(C)c3[nH]c4cc(CCC(=O)N(C)C)ccc4c3CCN2C1=O	-0.1
CCOC(=O)c1ccc(NC(=O)c2cccnc2)cc1	0.1
CC[C@]1(C(=O)OC)[C@H]2C(=O)N(Cc3ccccc3)C(=O)[C@H]2[C@H]2CN=C(SCc3ccc(Cl)cc3)N21	0.0
Cc1cc(C)cc(N(C)S(=O)(=O)c2nnc(NC(=O)C(C)C)s2)c1	-0.2
CCOc1ccc(-c2cc(C(=O)N/N=C(\C)c3cccnc3)c3ccccc3n2)c(OCC)c1	0.0
COc1ccc(-n2c(C)c(C)c3c(NCCCO)ncnc32)cc1	0.1
CCOC(=O)C1=C(C)N(C[C@@H]2CC[C@@H](Cc3ccc(-c4ccccc4)cc3)O2)C(=O)NC1c1cccc([N+](=O)[O-])c1 (some centres not stated)	0.3
Cc1noc(C(=O)Nc2cccc(Cl)c2)c1Cl	0.4
O=C(N/N=C/c1ccc(O)c(Br)c1)c1cc2c(ccc3ccccc32)o1	0.2
CCOC(=O)C1=CNS(=O)(=O)NC1c1ccc(C)cc1 (configuration not stated)	-0.3
Cc1ccc(Cl)c2c(N=Nc3ccccc3)c(O)[nH]c12	-0.1
COc1ccccc1C(=O)Nc1c[nH]c(=O)[nH]c1=O	0.1
CCN(C(=O)c1ccc(NC(=O)c2ccco2)cc1)c1ccccc1	0.0
Cc1cc2nc(-c3ccc(=O)[nH]c3)n(C)c2cc1C	-0.1
Clc1cccc(N2CCN(Cc3ccc(Br)o3)CC2)c1	0.0
Fc1cccc(NC(=S)NC2CCCCCCC2)c1	0.1
C[C@H](NC(=O)c1cc2c(cn1)[nH]c1ccccc12)C(=O)O	-0.2
COc1ccc(C2CC(c3ccccc3F)=NN2c2ccc(S(N)(=O)=O)cc2)cc1 (configuration not stated)	-0.2
Carrying on.
SMILES	Efflux pump inh
COc1ccc(Cl)cc1CNCCCSc1ncccn1	0.0
O=C(NCCCO)c1cc2c([nH]c3ccccc32)c(-c2ccccc2)n1	0.0
COc1ccc(N2CCN(C(=O)c3ccc(CNS(=O)(=O)c4cc(C)ccc4C)cc3)CC2)cc1	-0.1
CCCN1Cc2cc(OC)ccc2-c2ccccc2S1(=O)=O	0.1
CC(C)(C)NC(=O)C(c1ccc(-c2ccccc2)cc1)N(C[C@H]1CC[C@@H]([C@@H]2CC[C@H](CO)O2)O1)C(=O)c1ccc(-c2ccccc2)cc1 (some centres not stated)	-0.3
CCC(=O)Nc1nnc(S(=O)(=O)N(C)c2ccccc2)s1	0.0
CC(C)NC(=O)c1ccc2c(c1)N(Cc1ccccc1)C(=O)C(C)(C)O2	-0.1
Cc1cc(OCC(=O)NNC(=O)c2ccncc2)cc(C)c1Cl	-0.1
CCOC(=O)C1=CN(Cc2cccc(-c3cccnc3)c2)S(=O)(=O)N(C)C1C (configuration not stated)	0.8
CCCCN(CC)C(=O)c1cc2c(=O)[nH]c3ccc(C)cc3c2s1	-0.1
CC[C@@H](C)[C@H](N)C(=O)NC[C@H]1O[C@@H](n2cnc3c(N)ncnc32)[C@H](O)[C@@H]1O	0.1
COc1ccc(C2CC(=O)Oc3cc(C)c(Cl)cc32)cc1 (configuration not stated)	-0.3

Two entries picked at random from those above:
SMILES	Efflux pump inh
CC(C)NC(=O)c1ccc2c(c1)N(Cc1ccccc1)C(=O)C(C)(C)O2	-0.1
CCCN1Cc2cc(OC)ccc2-c2ccccc2S1(=O)=O	0.1

(cont.)
SMILES	Efflux pump inh
C=C1CCC[C@]2(C)C[C@H]3OC(=O)C(CN[C@@H](C)c4ccccc4)[C@H]3CC12 (some centres not stated)	0.2
N#CCn1c(Cc2ccccc2)nc2ccccc2c1=O	0.0
O=C(/C=C/c1ccc(F)cc1)NC(=S)Nc1ccccc1O	0.1
CN(C)C(=O)CCc1ccc2c3c([nH]c2c1)[C@]1(C)[C@@H](C(=O)N2CCOCC2)C[C@H](CC(=O)NCCCn2ccnc2)C(=O)N1CC3	-0.3
CCN(CC)C(=O)[C@H]1CC(CC(=O)NC/C=C(\C)CCC=C(C)C)C(=O)N2CCc3c([nH]c4ccc(OC)cc34)[C@]12C (some centres not stated)	0.2
O=C(c1cccc2ccccc12)N1CCN(Cc2ccccc2F)CC1	-0.1
CCN(CC)C(=O)[C@H]1C[C@H](CC(=O)NCCc2ccccn2)C(=O)N2CCc3c([nH]c4cc(CCC(=O)N(C)C)ccc34)[C@]12C	-0.2
O=C(Nc1cccc(Cl)c1Cl)c1ccccc1NC(=O)C1CC=CCC1C(=O)O (configuration not stated)	0.0
